Screening results from PubChem.
USP2a inh – qHTS Assay for Inhibitors of Ubiquitin-specific Protease USP2a Using CHOP2 as the Reporter; USP2 core, Ub-CHOP2 coupled fluorogenic reporter, 485/531; Potency, µM (top dose mostly 38.3 µM), inactives show at the highest dose activity change, negative = inhibition, actives largely listed as inhibitors; actives 0.01% (n = 330,000); AID 463254, 2010;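 note: potency is the fitted concentration of half-maximal effect; plate controls were DMSO wells for no effect and full inhibition by NEM control for full effect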
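Cell-free coupled assay: 10nM USP2 core preincubated 30min RT with compound in Tris-HCl pH 8.0/CaCl2/CHAPS buffer, then 25nM Ub-CHOP2 and 25nM reporter substrate; fluorescence (Ex 485/Em 531) read after 60min RT, normalized to NEM inhibition, concentration-response curves fitted.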
Mito fusion act – qHTS Assay for Small Molecule Inhibitors of Mitochondrial Division or Activators of Mitochondrial Fusion. actives 0.23% (n = 320,000). Potency, µM (doses to about 46.1 µM), inactives show top-dose growth rescue (activation), hits mostly activators. S. cerevisiae fusion-defective mutant growth rescue, CellTiterGlo 48 h;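 note: potency is the fitted concentration of half-maximal effect; % of control where 0% means no effect; nearly all actives have a fitted effect of over 45% in size; temperature-sensitive fusion mutants such as fzo1-1 at 37 °C on non-fermentable ethanol glycerol medium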
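Luminescent cell viability in 1536-well qHTS format served as the measure of rescued growth in ts fusion-mutant S. cerevisiae cultured on non-fermentable YPEG for 48 hours at 37C.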
PTAP TSG101 blk – qHTS Assay for Iinhibitors of HIV-1 Budding by Blocking the Interaction of PTAP/TSG101 | Tumor susceptibility gene 101 protein (Homo sapiens), Q99816 | Fluorescence polarization, FITC-PTAP peptide / Tsg101 binding | Potency, µM (titrated, usually from 115 µM), for inactives: at the highest dose activity change, negative = inhibition, usual class: inhibitors | 340,000 tested, under 10 active | AID 493005, 2010; active = well fitted inhibition curve with a large enough effect in the main read-out, with a control signal flat, not every such curve was filed as active; inconclusive = small, poorly fitted or top-dose-only effect, or effect the other way, or a change in a side signal; inactive = no such curve, though single readings can be large or run the other way; note: potency is the fitted concentration of half-maximal effect; % of control where 0% means no effect
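Tsg101 binding domain (10 uM final) was mixed with compound and a FITC-labeled PTAP peptide (50 nM final) in HEPES pH 7.5 buffer with NaCl, Tween 20, EDTA and TCEP; fluorescence polarization was read after 20 min at r.t.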
Eya2 phos inh – qHTS Assay for Inhibitors of the Phosphatase Activity of Eya2; Protein phosphatase EYA2 (Homo sapiens), O00167; recombinant Eya2, OMFP fluorescence dephosphorylation (OMFP is methylfluorescein phosphate); Potency, µM (series often up to 76.9 µM), for inactives: top-dose activity, negative = inhibition, most hits filed as inhibitors; actives 0.006% (n = 330,000); note: potency is the fitted concentration of half-maximal effect; % is set by controls: 0 for no effect and ±100 for the full control effect
Target sequence (O00167 whole entry, looked up): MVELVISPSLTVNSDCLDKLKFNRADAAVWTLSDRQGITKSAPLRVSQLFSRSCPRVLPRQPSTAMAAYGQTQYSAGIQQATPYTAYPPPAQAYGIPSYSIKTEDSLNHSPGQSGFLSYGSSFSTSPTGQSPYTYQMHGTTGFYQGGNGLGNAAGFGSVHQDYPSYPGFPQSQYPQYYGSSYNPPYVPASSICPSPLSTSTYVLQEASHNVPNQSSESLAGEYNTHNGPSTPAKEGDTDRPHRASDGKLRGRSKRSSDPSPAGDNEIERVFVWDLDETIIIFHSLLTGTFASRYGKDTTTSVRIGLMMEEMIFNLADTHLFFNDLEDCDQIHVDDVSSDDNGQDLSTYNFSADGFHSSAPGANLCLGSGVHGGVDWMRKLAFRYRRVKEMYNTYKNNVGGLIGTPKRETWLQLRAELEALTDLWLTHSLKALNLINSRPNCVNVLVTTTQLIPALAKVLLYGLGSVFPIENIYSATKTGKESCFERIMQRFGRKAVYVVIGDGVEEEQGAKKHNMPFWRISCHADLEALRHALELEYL
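Eya2 (0.2 uM) preincubated 10 min at ambient with compound, then OMFP substrate added at 50 uM; 10 min reaction in 50 mM HEPES pH 7.5, 50 mM NaCl, 5 uM MgCl2, 0.05% BSA, 1 mM DTT. Fluorescence read at Ex 485/Em 525 nm.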
uPA generation – qHTS for Inhibitors of Cell Surface uPA Generation | Potency, µM (titrated, usually from 38.3 µM), for inactives: top-dose activity change, negative = inhibition, actives largely listed as inhibitors | cell surface uPA generation assay, qHTS | AID 540303, 2011 | actives 0.31% (n = 330,000); active = well fitted inhibition curve with a large enough effect; inconclusive = small, poorly fitted or top-dose-only effect; inactive = no such curve, though single readings can be large or run the other way; tested in mouse RAW 264.7 cells; note: potency is the fitted concentration of half-maximal effect; % is set by controls: 0 for no effect and ±100 for the full control effect; nearly all actives have a fitted effect of over 55% in size
ELG1 DNA repair – qHTS screen for small molecules that inhibit ELG1-dependent DNA repair in human embryonic kidney (HEK293T) cells expressing luciferase-tagged ELG1. Potency, µM (top dose mostly 46.1 µM), for inactives: at the highest dose activity change, negative = inhibition, hits mostly inhibitors. actives 2.3% (n = 330,000). HEK293T ELG1-luciferase reporter, luminescence, 16 h; DNA damage induced by 5-fluorouridine; note: potency is the fitted concentration of half-maximal effect; % is set by controls: 0 for no effect and ±100 for the full control effect; nearly all actives have a fitted effect of over 55% in size
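Cells (2,000 per well) received 5-fluorouridine plus test compound or DMSO and were incubated 16 hr at 37 °C, 5% CO2. Luciferase activity was read by luminescence 30 min after ONE-Glo addition; signal suppression marked inhibition of damage-induced ELG1 function.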
BCR signal inh – qHTS Assay to Find Inhibitors of Chronic Active B-Cell Receptor Signaling; actives 0.05% (n = 340,000); AID 493014, 2011; ABC-DLBCL IkBa-CBG/CBR reporter, luminescence ratio, 4 h; Potency, µM (top dose mostly 46.1 µM), without a hit: top-dose ratio change, negative = lower green/red ratio, actives largely listed as inhibitors; active = well fitted inhibition curve with a large enough effect in the signal ratio, with a control signal flat, not every such curve was filed as active; inconclusive = small, poorly fitted or top-dose-only effect, or effect the other way, or a change in a side signal; the % refers to the signal ratio;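 note: potency is the fitted concentration of half-maximal effect; plate controls were basal doxycycline-induced cells for no effect and cells given 10 µM MG132 for full effect; MG132 reads +100%, hits lower the ratio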
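TMD8 ABC-DLBCL cells carrying doxycycline-inducible green luciferase fused to IkappaBalpha plus unfused red luciferase were exposed to compounds (up to 46 uM) for 4 hrs at 37C. Activity came from the overlap-corrected green/red luminescence ratio.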
Tb PFK block – qHTS Assay to Find Inhibitors of T. brucei phosphofructokinase; ATP-dependent 6-phosphofructokinase (Trypanosoma brucei brucei), O15648; T. brucei PFK, ADP-Glo luminescence; Potency, µM (titrated, usually from 57.5 µM), for the others: at the highest dose activity, negative = inhibition, hits mostly inhibitors; actives 0.17% (n = 330,000); AID 485367, 2010;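 note: potency is the fitted concentration of half-maximal effect; 0% = uninhibited 1x PFK enzyme wells and -100% = no-enzyme wells; nearly all actives have a fitted effect of over 60% in size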
Target sequence (O15648 whole entry, looked up): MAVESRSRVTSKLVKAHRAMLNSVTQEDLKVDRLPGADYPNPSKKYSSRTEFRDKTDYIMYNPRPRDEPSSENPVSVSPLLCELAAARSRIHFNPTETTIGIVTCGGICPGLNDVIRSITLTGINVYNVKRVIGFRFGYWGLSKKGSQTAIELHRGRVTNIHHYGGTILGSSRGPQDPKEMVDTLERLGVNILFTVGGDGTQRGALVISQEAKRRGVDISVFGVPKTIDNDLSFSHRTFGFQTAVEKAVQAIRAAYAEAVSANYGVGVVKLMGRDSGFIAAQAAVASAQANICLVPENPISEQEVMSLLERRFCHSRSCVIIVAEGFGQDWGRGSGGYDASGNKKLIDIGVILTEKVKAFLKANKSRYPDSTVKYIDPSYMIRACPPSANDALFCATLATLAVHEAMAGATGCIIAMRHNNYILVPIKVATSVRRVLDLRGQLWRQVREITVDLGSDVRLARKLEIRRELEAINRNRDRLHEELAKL
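Compounds were pin-transferred as a titration series up to 57 uM into substrate buffer (0.5 mM F6P, 0.1 mM ATP, pH 8.0), then 1.25 nM PFK was added and reactions ran 45 min before ADP-Glo detection.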
B2AR arrestin – qHTS assay of beta-arrestin-biased ligands of beta2-adrenergic receptor; Beta-2 adrenergic receptor (Homo sapiens), P07550; beta-arrestin recruitment to beta2AR, cell-based reporter; Potency, µM (top dose mostly 46.1 µM), for inactives: at the highest dose activation, most hits filed as activators; actives 0.02% (n = 330,000); AID 492947, 2010;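 note: potency is the fitted concentration of half-maximal effect; 0% = DMSO controls and full agonism = EC100 isoproterenol or metaproterenol; nearly all actives have a fitted effect of over 65% in size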
TSHR antagonist – Antagonists of the Thyroid Stimulating Hormone Receptor: HTS campaign; Thyrotropin receptor (Homo sapiens), P16473; TSHR-expressing cells, TSH-stimulated cAMP HTRF, 2 h; hits give low values; activity change, negative = inhibition, % at 11.5 µM; actives 0.2% (n = 330,000);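 active = activity change below a set negative limit, meaning inhibition stronger than a set level, cut at about -70% in these data; inconclusive = activity change between two set negative limits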; note: % is set by controls: 0 for no effect and ±100 for the full control effect
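TSHR-expressing cells were treated with compounds, then stimulated with TSH at EC80 (4nM final) for 2 hours at 37 deg C. Cellular cAMP was measured by HTRF competition between lysate cAMP and cAMP-d2 for a cryptate-labelled anti-cAMP antibody.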
TCR act – Activators of T cell receptors: qHTS campaign; 330,000 tested, under 10 active; AID 504894, 2011; Potency, µM (titrated, usually from 9.22 µM), for the others: top-dose activation of IL-2 secretion, hits mostly activators; primary human leukocytes, anti-CD3, IL-2 HTRF, 48 h; note: % of control where 0% means no effect
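Primary human leukocytes incubated 48 hr with anti-CD3 beads plus compound, without co-stimulation. Secreted IL-2 measured by HTRF (europium cryptate/d2 anti-IL-2 pair, 320 nm excitation, 665 nm emission).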
Starred values were filed as active, the others as inactive; [ ] = dose if it differs, or a comment. Unless noted, calls come from the whole dose curve; as a rule, active = well fitted curve in the direction sought with a large enough effect; inconclusive = small, poorly fitted or top-dose-only effect, or another doubt; inactive = no such curve, though single readings can be large; an effect the other way counts as inactive or inconclusive.

How did O=C1c2ccc([N+](=O)[O-])cc2C(=O)N1Cc1cccnc1 do in these assays?
USP2a inh: 5%; Mito fusion act: 2%; PTAP TSG101 blk: -6%; Eya2 phos inh: -12%; uPA generation: -3%; ELG1 DNA repair: 10%; BCR signal inh: 0%; Tb PFK block: 4%; B2AR arrestin: -1.7%; TSHR antagonist: 27; TCR act: -5%

What do the screens show for `Cc1ccc(CNC(=O)CN(C2CCCCC2)S(C)(=O)=O)cc1`?
USP2a inh: 3%; Mito fusion act: -2%; PTAP TSG101 blk: -8%; Eya2 phos inh: 9%; uPA generation: 8%; ELG1 DNA repair: -3%; BCR signal inh: -3%; Tb PFK block: -4%; B2AR arrestin: 0.3%; TSHR antagonist: -15; TCR act: 2%[46.1 µM]

What do the screens show for `CC(OC(=O)Cc1coc2cc3c(cc12)CCC3)C(=O)NC(N)=O` (configuration not stated)?
USP2a inh: 0%; Mito fusion act: -3%; PTAP TSG101 blk: 1%; Eya2 phos inh: 6%; uPA generation: -3%; ELG1 DNA repair: 21%; BCR signal inh: -14%; Tb PFK block: 1%; B2AR arrestin: -0.2%; TSHR antagonist: 10; TCR act: -12%

How did COc1ccc2c(C)c(CC(=O)N3C[C@H]4C[C@@H](C3)c3cccc(=O)n3C4)c(=O)oc2c1OC do in these assays?
USP2a inh: 1%; Mito fusion act: -1%; PTAP TSG101 blk: -2%; Eya2 phos inh: 6%; uPA generation: 4%; ELG1 DNA repair: 15%; BCR signal inh: 7%; Tb PFK block: 3%; B2AR arrestin: -0.7%; TSHR antagonist: 3; TCR act: 15%

What do the screens show for `CC(=O)Nc1ccc(C(=O)COC(=O)c2cc(C)oc2C)c(F)c1`?
USP2a inh: -1%; PTAP TSG101 blk: -6%; Eya2 phos inh: -1%; uPA generation: -4%; ELG1 DNA repair: -6%; BCR signal inh: -4%; Tb PFK block: 7%; B2AR arrestin: 0.3%; TSHR antagonist: -15

How did CC(NC(=O)c1cccc(OC2CCN(C3CCN(C)CC3)CC2)c1)c1ccccc1 (configuration not stated) do in these assays?
USP2a inh: 1%; Mito fusion act: -4%; PTAP TSG101 blk: -1%; Eya2 phos inh: 9%; uPA generation: -8%; ELG1 DNA repair: -6%; BCR signal inh: -5%; Tb PFK block: -1%; B2AR arrestin: 0.0%; TSHR antagonist: 7; TCR act: 2%

Results for CCOc1ccc(CCNC(=O)C2CCCN(C(=O)N(C)C)C2)cc1OCC (configuration not stated) ?
USP2a inh: 0%; Mito fusion act: -4%; PTAP TSG101 blk: -6%; Eya2 phos inh: -11%; uPA generation: 4%; ELG1 DNA repair: -5%; BCR signal inh: inconclusive; Tb PFK block: -2%; B2AR arrestin: 0.0%; TSHR antagonist: 16; TCR act: 5%[46.1 µM]

How did CC(C)Cn1c(N)c(C(=O)COC(=O)c2ccc3c(c2)OCCO3)c(=O)n(C)c1=O do in these assays?
USP2a inh: 2%; Mito fusion act: -3%; PTAP TSG101 blk: -6%; Eya2 phos inh: -36%; uPA generation: -5%; ELG1 DNA repair: 7.1µM*; BCR signal inh: inconclusive; Tb PFK block: -6%; B2AR arrestin: -0.2%; TSHR antagonist: -15; TCR act: -2%

What do the screens show for `O=C(NNC(=O)c1ccc2c(=O)n3c(nc2c1)CCC3)c1ccc(F)cc1`?
USP2a inh: -1%; Mito fusion act: -2%; PTAP TSG101 blk: 0%; Eya2 phos inh: 10%; uPA generation: 12%; ELG1 DNA repair: 6%; BCR signal inh: -9%; Tb PFK block: -2%; B2AR arrestin: 0.0%; TSHR antagonist: 9; TCR act: 1%

How did Cc1ccc(S(=O)(=O)N(C)c2ccc(C(=O)N(CC(C)C)C3CCS(=O)(=O)C3)cc2)cc1 (configuration not stated) do in these assays?
USP2a inh: 0%; Mito fusion act: -2%; PTAP TSG101 blk: -3%; Eya2 phos inh: 13%; uPA generation: -5%; ELG1 DNA repair: 9%; BCR signal inh: -10%; Tb PFK block: 3%; B2AR arrestin: 0.3%; TSHR antagonist: -2; TCR act: 6%

What do the screens show for `Cc1ccc(S(=O)(=O)N2CCN=C2SCc2ccccc2)cc1`?
USP2a inh: 0%; Mito fusion act: -8%; PTAP TSG101 blk: -8%; Eya2 phos inh: -1%; uPA generation: 1%; ELG1 DNA repair: inconclusive; BCR signal inh: -11%; Tb PFK block: -4%; B2AR arrestin: 0.2%; TSHR antagonist: -4; TCR act: -1%

Results for COCCNC(=O)C(=O)NNC(=O)c1ccccc1OC ?
USP2a inh: 2%; Mito fusion act: 11%; PTAP TSG101 blk: -2%; Eya2 phos inh: 8%; uPA generation: -2%; ELG1 DNA repair: -6%; BCR signal inh: 7%; Tb PFK block: 5%; B2AR arrestin: -1.1%; TSHR antagonist: 17; TCR act: 1%

Results for Cc1cc(C)cc(NC(=O)C(Sc2ncnc3ccccc23)c2ccccc2)c1 (configuration not stated) ?
USP2a inh: -2%; Mito fusion act: inconclusive; PTAP TSG101 blk: 2%; Eya2 phos inh: 3%; uPA generation: -2%; ELG1 DNA repair: 0%; BCR signal inh: 3%; Tb PFK block: 0%; B2AR arrestin: -1.3%; TSHR antagonist: -8; TCR act: -1%[46.1 µM]

How did CCN(CC)S(=O)(=O)c1ccc(N2CCOCC2)c(NC(=O)c2ccc(F)cc2)c1 do in these assays?
USP2a inh: 1%; Mito fusion act: 4%; PTAP TSG101 blk: -2%; Eya2 phos inh: -12%; uPA generation: -3%; ELG1 DNA repair: inconclusive; BCR signal inh: -3%; Tb PFK block: -5%; B2AR arrestin: -0.1%; TSHR antagonist: 1; TCR act: 2%

How did CCOc1ccc(-c2cc(C(=O)N/N=C(\C)c3cccnc3)c3ccccc3n2)cc1 do in these assays?
USP2a inh: 2%; Mito fusion act: 1%; PTAP TSG101 blk: 1%; Eya2 phos inh: 3%; uPA generation: -15%; ELG1 DNA repair: -2%; BCR signal inh: 10%; Tb PFK block: -1%; B2AR arrestin: -0.6%; TSHR antagonist: -9; TCR act: -3%

How did COC(=O)c1[nH]c2ccc(C)cc2c1NC(=O)CCN1CCN(C2CCCCC2)CC1 do in these assays?
USP2a inh: -1%; Mito fusion act: -1%; Eya2 phos inh: -5%; ELG1 DNA repair: 1%; BCR signal inh: inconclusive; Tb PFK block: -1%; B2AR arrestin: 0.4%; TSHR antagonist: 1

Results for Cc1cc(Br)ccc1SCC(=O)OCC(=O)N1CCN(C(=O)c2ccco2)CC1 ?
USP2a inh: -6%; Mito fusion act: 4%; PTAP TSG101 blk: -6%; Eya2 phos inh: -8%; uPA generation: 4%; ELG1 DNA repair: 9%; BCR signal inh: inconclusive; Tb PFK block: -2%; B2AR arrestin: -0.2%; TSHR antagonist: 3; TCR act: -3%

What do the screens show for `O=S1(=O)CC2N=C(N(Cc3c(F)cccc3Cl)c3ccccc3F)SC2C1` (configuration not stated)?
USP2a inh: 0%; Mito fusion act: 7%; PTAP TSG101 blk: -2%; Eya2 phos inh: -7%; uPA generation: -8%; ELG1 DNA repair: -7%; BCR signal inh: -4%; Tb PFK block: -3%; B2AR arrestin: -0.6%; TSHR antagonist: 21; TCR act: -6%[46.1 µM]

What do the screens show for `Cc1cc(-c2ccccc2)nc(SCC(=O)N2CCCC2)n1`?
USP2a inh: 2%; Mito fusion act: 3%; PTAP TSG101 blk: 0%; Eya2 phos inh: 4%; uPA generation: -5%; ELG1 DNA repair: 14%; BCR signal inh: 0%; Tb PFK block: -2%; B2AR arrestin: -0.2%; TSHR antagonist: -2; TCR act: 7%
